ABCB1 inh: ABCB1 efflux pump inhibitors, primary screen, cell-based, multiplex, flow cytometry, ABCG2 counter-screen | inhibition, % at 6.6 µM | CCRF-Adr cells, JC-1 efflux | 190,000 compounds, 0.067% hits; in the data active = inhibition above about 40%;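 also: 0% = vehicle and 100% = reference inhibitor; higher value means more JC-1 retained so stronger ABCB1 efflux block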
Pf gamet viab: late stage P. falciparum gametocyte viability inhibitors, primary screen, ATP luminescence, HTS; inhibition, % at 10.9 µM; AID 743093, 2013; 150,000 compounds, 0.065% hits; P. falciparum stage V gametocytes, 24 h;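 active = inhibition above the mean plus 3 SD of compounds within the control limits, set per campaign, cut at about 38% in these data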;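 also: 0% = DMSO wells and 100% = medium only without gametocytes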
ABCG2 block: ABCG2 efflux pump inhibitors, primary screen, multiplex with ABCB1, IgMXP3 cells, flow cytometry; AID 1325, 2008; 190,000 compounds, 0.1% hits; JC-1 efflux; inhibition, % at 6.6 µM;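 active = inhibition above 80%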;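 also: 0% = DMSO and 100% = nicardipine control wells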
Target sequence (Q9UNQ0 whole entry, looked up): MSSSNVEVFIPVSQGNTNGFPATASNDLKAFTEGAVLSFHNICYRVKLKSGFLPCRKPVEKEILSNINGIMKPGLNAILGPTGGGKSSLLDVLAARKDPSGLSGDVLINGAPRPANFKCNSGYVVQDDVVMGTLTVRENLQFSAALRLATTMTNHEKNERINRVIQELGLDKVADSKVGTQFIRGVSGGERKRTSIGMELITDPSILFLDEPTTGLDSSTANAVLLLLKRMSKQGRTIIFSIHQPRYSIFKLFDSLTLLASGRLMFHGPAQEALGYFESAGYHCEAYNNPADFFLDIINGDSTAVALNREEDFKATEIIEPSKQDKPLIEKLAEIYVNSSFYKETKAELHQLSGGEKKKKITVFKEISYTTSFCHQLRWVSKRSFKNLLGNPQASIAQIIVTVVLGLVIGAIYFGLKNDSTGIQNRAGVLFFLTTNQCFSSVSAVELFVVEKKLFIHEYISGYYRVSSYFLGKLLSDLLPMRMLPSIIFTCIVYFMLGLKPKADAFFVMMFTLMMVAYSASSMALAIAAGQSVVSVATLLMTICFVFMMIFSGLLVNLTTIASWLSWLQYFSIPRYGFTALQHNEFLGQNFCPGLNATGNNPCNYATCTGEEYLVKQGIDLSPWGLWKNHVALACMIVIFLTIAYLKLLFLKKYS
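Read-out basis: Efflux inhibition in percent versus controls | Test system: ABCG2 IgMXP3 and barcoded ABCB1 CCRF-Adr cell mix | Quantity: 3 million cells/mL in well | Schedule: 10 min at 25 °C | Control set: Nicardipine as high control, DMSO as low control | Reagent: JC-1 as fluorescent efflux pump substrate | Signal: Flow cytometry of retained JC-1 fluorescence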
Cdc42 wt GTP: modulators of GTP binding to wildtype Cdc42, primary screen, biochemical, multiplex bead flow cytometry, Bodipy-GTP | Cell division control protein 42 homolog (Homo sapiens), P60953 | GST-Cdc42 beads; actives lie on both sides | percent activity (GTP binding), % at 10 µM | 190,000 compounds, 0.2% hits;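 active = percent activity GTP binding at least 20 points away from the 100% baseline, either down as inhibitor or up as activator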;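 also: median bead fluorescence of bound Bodipy-FL-GTP at 100 nM; 0% = excess unlabeled GTP control and 100% = no compound control; below 100% means less GTP binding so inhibitor and above means activator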
Target sequence (P60953 whole entry, looked up): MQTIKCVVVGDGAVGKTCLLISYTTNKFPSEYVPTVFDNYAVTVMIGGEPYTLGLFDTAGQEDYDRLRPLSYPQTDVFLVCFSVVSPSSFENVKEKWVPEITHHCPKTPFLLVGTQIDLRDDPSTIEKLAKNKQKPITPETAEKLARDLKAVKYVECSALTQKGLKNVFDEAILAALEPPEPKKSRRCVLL
HRas wt GTP: modulators of GTP binding to HRas wildtype, primary screen, biochemical, bead-based flow cytometry, multiplex. GTPase HRas (Homo sapiens), P01112. GST-Ras wt beads, Bodipy-FL-GTP binding; actives lie on both sides. GTP binding activity, % at 10 µM. 190,000 compounds, 0.14% hits;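 active = GTP binding activity at least 20% away from the 100% baseline, either lowered as inhibitor or raised as activator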;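 also: 0% = unlabeled GTP competition control and 100% = no-compound control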
Target sequence (P01112 whole entry, looked up): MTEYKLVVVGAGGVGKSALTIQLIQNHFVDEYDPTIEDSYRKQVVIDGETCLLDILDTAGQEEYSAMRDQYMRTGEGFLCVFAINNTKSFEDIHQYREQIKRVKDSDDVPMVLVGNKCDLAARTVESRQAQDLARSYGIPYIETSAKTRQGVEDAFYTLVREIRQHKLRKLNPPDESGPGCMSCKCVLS
Rab7 wt GTP bind: modulators of GTP binding to Rab7, primary screen, biochemical, wildtype, multiplex bead flow cytometry. Rab7 GTPase wild type (dog), Bodipy-FL-GTP binding. GST-Rab7 beads, fluorescent GTP binding; actives lie on both sides; untreated = 100%, excess cold GTP = 0%. GTP binding activity (percent of control), % at 10 µM. 190,000 compounds, 0.055% hits. AID 758, 2007;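 active = fluorescent GTP binding to Rab7 beads changed by at least 20 points from the 100% baseline, either direction, mostly lower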;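 also: median green fluorescence of bound Bodipy-FL-GTP per Rab7 bead population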
Rac1 wt modul: wildtype Rac1 GTP binding modulators, primary screen, biochemical, GST-Rac1 beads, flow cytometry, multiplex. Ras-related C3 botulinum toxin substrate 1 (Homo sapiens), P63000. fluorescent GTP binding; actives lie on both sides; 0 = cold GTP competed, 100 = untreated. GTP binding activity (% of control), % at 10 µM. 190,000 compounds, 0.27% hits. AID 757, 2007;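 active = GTP binding activity at least 20 points away from the 100% control level, either lower or higher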
Avidin bead fluor: green autofluorescence of compounds with avidin beads – biophysical, 488/530 nm, flow cytometry, artefact control, profiling panel. compound fluorescence 488/530 nm; hits give high values. fluorescence (KMESF) at 10 µM. 220,000 compounds, 0.38% hits. AID 1775, 2009; in the data active = fluorescence above about 47; also: inactives centre near 10
GSH bead fluor: compound fluorescence on glutathione beads, profiling panel, artefact control, biophysical, 488/530 nm, flow cytometry. GSH beads flow cytometry, compound fluorescence 488/530 nm; hits give high values. fluorescence (KMESF) at 10 µM. 190,000 compounds, 0.25% hits. AID 1776, 2009; in the data active = fluorescence above about 89;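 also: glutathione beads carrying GST-tagged Bcl family fusion proteins plus one bare bead set; values are compound well signal with DMSO vehicle wells as background; inactives centre near 16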
Rac1 mut GTP: GTP binding modulators of activated mutant Rac1, primary screen, biochemical, bead-based flow cytometry, multiplex, fluorescent GTP | 190,000 compounds, 0.11% hits | GST-Rac1 activated beads; actives lie on both sides; 100% means binding = to untreated wells | Ras-related C3 botulinum toxin substrate 1 (Homo sapiens), P63000 | percent activity (GTP binding), % at 10 µM;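 active = GTP binding at least 20 percentage points away from the 100% baseline, in either direction, so actives lie on both sides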
Rab2A wt mod: modulators of GTP binding to Rab2A wildtype, primary screen, biochemical, dog, bead-based flow cytometry, multiplex | Ras-related protein Rab-2A (Canis lupus familiaris), P61105 | GST-Rab2 wt beads, Bodipy-GTP binding | GTP binding activity, % at 10 µM | 190,000 compounds, 0.19% hits | AID 760, 2007;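 active = GTP binding activity at least 20 points away from 100%, either lowered or raised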;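 also: 0% = beads with excess unlabeled GTP and 100% = no-compound control corrected for plate trend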
An asterisk follows results filed as active; / = not tested or not shown.

The first three compounds, to show the layout:
SMILES | ABCB1 inh | Pf gamet viab | ABCG2 block | Cdc42 wt GTP | HRas wt GTP | Rab7 wt GTP bind | Rac1 wt modul | Avidin bead fluor | GSH bead fluor | Rac1 mut GTP | Rab2A wt mod
CC(C)=Cc1oc2ccc([N+](=O)[O-])cc2c1N1CCOCC1 | 0.1 | -24 | 3 | 94 | 96 | 100 | 98 | 8 | 9 | 94 | 96
C/C(=N\NS(=O)(=O)c1ccc(Cl)c([N+](=O)[O-])c1)c1cc2ccccc2o1 | 1.1 | -9 | 4 | 93 | 93 | 94 | 93 | 4 | 14 | 90 | 90
COc1cc(NC(=O)Cn2c(=O)n(CC3CCCO3)c(=O)c3ccccc32)cc(OC)c1 (stereo not given) | 0.7 | 8 | 3 | 96 | 97 | 97 | 100 | 24 | 9 | 96 | 97

The listing (from the top)
SMILES | ABCB1 inh | Pf gamet viab | ABCG2 block | Cdc42 wt GTP | HRas wt GTP | Rab7 wt GTP bind | Rac1 wt modul | Avidin bead fluor | GSH bead fluor | Rac1 mut GTP | Rab2A wt mod
CC(C)=Cc1oc2ccc([N+](=O)[O-])cc2c1N1CCOCC1 | 0.1 | -24 | 3 | 94 | 96 | 100 | 98 | 8 | 9 | 94 | 96
C/C(=N\NS(=O)(=O)c1ccc(Cl)c([N+](=O)[O-])c1)c1cc2ccccc2o1 | 1.1 | -9 | 4 | 93 | 93 | 94 | 93 | 4 | 14 | 90 | 90
COc1cc(NC(=O)Cn2c(=O)n(CC3CCCO3)c(=O)c3ccccc32)cc(OC)c1 (stereo not given) | 0.7 | 8 | 3 | 96 | 97 | 97 | 100 | 24 | 9 | 96 | 97
CN(C)S(=O)(=O)c1ccc(-n2cccc2)cc1 | 0.5 | -8 | 5 | 96 | 97 | 101 | 94 | 9 | 26 | 95 | 97
CC1CCC(C(C)C)C(OC(=O)CSc2nccc(=O)[nH]2)C1 (stereo not given) | -0.3 | / | -1 | 99 | 100 | 100 | 106 | 13 | 43 | 93 | 98
Cc1sc2nc(C(C)C)nc(SCC(=O)N3CCN(C(=O)c4ccco4)CC3)c2c1C | 2.2 | / | 1 | 103 | 102 | 100 | 98 | 9 | 24 | 97 | 104
N#C/C(=C(/O)CN1CCN(c2ccccc2F)CC1)c1nc(-c2ccc(Cl)cc2)cs1 | 0.1 | -1 | 2 | 99 | 100 | 99 | 99 | 32 | 15 | 96 | 99
O=C(COc1ccccc1Br)N1CCN(c2ccccc2)CC1 | 1.0 | / | 7 | 102 | 101 | 102 | 103 | 3 | 46 | 100 | 100
CCOC(=O)c1ccc(N2Cc3ccccc3C2=NC(=O)c2ccncc2)cc1 | 1.1 | 3 | 9 | 100 | 99 | 107 | 102 | 6 | 21 | 95 | 101
O=C(Nc1ccc(F)cc1)c1ccc(-n2ccnc2)nc1 | -0.5 | -7 | 0 | 101 | 101 | 94 | 99 | 5 | 19 | 98 | 103
O=C(CC1NCCNC1=O)Nc1ccc2c(c1)OCO2 (stereo not given) | 1.6 | 6 | 1 | 100 | 99 | 99 | 108 | 13 | 29 | 99 | 98
FC(F)(F)c1ccccc1NC(=S)N1CCN(Cc2ccc3c(c2)OCO3)CC1 | -0.1 | -9 | 1 | 97 | 94 | 94 | 97 | 6 | 24 | 96 | 95
Cc1ccc(S(=O)(=O)NC2CCCCC2)c2nsnc12 | -0.1 | 16 | -2 | 98 | 103 | 100 | 104 | 12 | 23 | 99 | 100
CC1CCN(S(=O)C23CC4CC(CC(C4)C2)C3)CC1 (stereo not given) | -3.1 | 3 | -2 | 97 | 93 | 94 | 96 | 9 | 17 | 94 | 95
CCOc1ccc(C(=O)N/N=C/c2cccc3cccnc23)cc1 | 0.2 | 21 | 3 | 94 | 94 | 95 | 96 | 5 | 24 | 94 | 94
Cc1ccc(S(=O)(=O)NC(=O)COc2ccccc2)cc1 | 0.5 | -4 | 3 | 94 | 96 | 102 | 96 | 6 | 21 | 94 | 97
S=C(Nc1cccc(Cl)c1Cl)Nn1cnnc1 | -1.2 | / | -12 | 106 | 99 | 98 | 101 | 5 | 15 | 97 | 100
Cc1ccc(Cn2nnc3c(=O)n(CC(=O)NCc4ccc5c(c4)OCO5)cnc32)cc1 | 0.1 | -38 | 0 | 101 | 100 | 100 | 105 | 7 | 25 | 99 | 97
O=C1OC(Cc2ccccn2)C(O)=C1C1=NCCCCN1 (stereo not given) | 0.4 | -10 | 1 | 102 | 104 | 101 | 105 | 9 | 16 | 102 | 104
CC1CCN(C(=O)c2ccc(S(=O)(=O)N(C)C)cc2)C(C)C1 (stereo not given) | 0.0 | 17 | 0 | 97 | 97 | 95 | 95 | 11 | 12 | 96 | 97
CS(=O)(=O)N(CC(=O)NC1CCCCC1)Cc1ccc(F)cc1 | 1.5 | 4 | 6 | 97 | 100 | 107 | 98 | 6 | 13 | 97 | 98
Cc1cc(C)n(CC(=O)N/N=C/c2cccc([N+](=O)[O-])c2)n1 | 0.7 | -6 | 20 | 100 | 99 | 101 | 103 | 10 | 9 | 100 | 102
O=C(NCCCN1CCOCC1)c1cccc(S(=O)(=O)Nc2cc(Cl)ccc2Cl)c1 | 0.4 | -1 | -2 | 94 | 96 | 101 | 96 | 12 | 14 | 92 | 94
CCC(C)Sc1nnc(-c2c[nH]c3ccccc23)n1CCOC (stereo not given) | -1.5 | -4 | 22 | 97 | 97 | 93 | 101 | 7 | 32 | 96 | 96
COc1cc2c(cc1OC)CN(S(C)(=O)=O)CC2 | -0.1 | / | 0 | 104 | 100 | 97 | 104 | 6 | 24 | 99 | 100
COC(=O)N/N=C/c1ccccc1Cl | 0.3 | 12 | 4 | 96 | 100 | 106 | 101 | 11 | 11 | 94 | 100
CCN1CCN(C(=O)c2ccccc2N(C)S(=O)(=O)c2ccc(C)cc2)CC1 | 0.7 | / | 2 | 106 | 105 | 103 | 104 | 7 | 19 | 101 | 107
CCn1c(=O)cc(SCC(=O)N2CCOCC2)c2ccccc21 | 0.9 | 15 | 5 | 99 | 98 | 97 | 98 | 19 | 24 | 100 | 97
COc1cccc(CNC(=O)CCC2CCCN(C(=O)CCC(F)(F)F)C2)c1 (stereo not given) | 0.7 | 14 | 1 | 97 | 99 | 95 | 98 | 6 | 22 | 100 | 98
COc1ccc(CCN(C)c2ccc(S(=O)(=O)N3CCCC3)cc2[N+](=O)[O-])cc1OC | 1.4 | 1 | 16 | 101 | 98 | 101 | 102 | 12 | 21 | 98 | 96
O=C(CN1C2=NCCCN2c2ccccc21)c1ccc2c(c1)OCO2 | 0.3 | -1 | 2 | 104 | 102 | 103 | 105 | 6 | 26 | 102 | 101
C=CCN1C(=O)C(CC(=O)O)SC1=Nc1cccc([N+](=O)[O-])c1 (stereo not given) | 0.3 | -7 | 1 | 96 | 96 | 95 | 97 | 8 | 15 | 96 | 95
CC(=O)N(C)c1ccc(OCC(O)CN(Cc2ccco2)S(=O)(=O)c2ccc(C)cc2)cc1 (stereo not given) | 1.4 | 3 | 1 | 103 | 100 | 99 | 103 | 12 | 26 | 101 | 102
CCOC(=O)c1ccc(Oc2nc(N(C)C)nc(N3CCOCC3)n2)cc1 | 1.8 | 15 | 8 | 97 | 98 | 98 | 98 | 9 | 18 | 95 | 98
Cc1cc(C)c(S(=O)(=O)c2ccccc2C)c(Oc2ccccc2)n1 | 0.1 | -30 | 0 | 94 | 95 | 94 | 94 | 6 | 26 | 92 | 95
CCN(CC)C(=O)C1=C(C)NC(=S)NC1c1ccc(C)s1 (stereo not given) | 0.1 | -33 | 0 | 97 | 99 | 104 | 98 | 22 | 10 | 93 | 100
COc1ccc(C(=O)O/N=C(\N)c2ccncc2)cc1OC | 0.7 | 9 | 28 | 98 | 95 | 100 | 104 | 1 | 10 | 98 | 97
O=C(Nc1cc2cc([N+](=O)[O-])ccc2oc1=O)c1cccs1 | 0.1 | / | 2 | 96 | 96 | 94 | 95 | 13 | 16 | 97 | 94
COc1ccc(CCNC(=O)CN2CCN(c3ccccc3Cl)CC2)cc1 | 0.6 | / | 2 | 98 | 98 | 98 | 100 | 32 | 16 | 97 | 96
CC(=O)c1c(C)[nH]c(C(=O)OCC(=O)Nc2ccc(C)cc2[N+](=O)[O-])c1C | 4.5 | 1 | 49 | 101 | 96 | 97 | 97 | 11 | 12 | 97 | 96
Nc1nnc(N)c2ccccc12 | -0.3 | -19 | 19 | 97 | 98 | 102 | 104 | 5 | 15 | 97 | 95
COc1ccc(NC(=O)C(NC(=O)OC(C)(C)C)C(C)OCc2ccccc2)cc1 (stereo not given) | 0.7 | 4 | 2 | 107 | 105 | 103 | 103 | 9 | 21 | 101 | 106
O=C(c1cc2c(s1)-c1ccccc1OC2)N1CCN(c2ccccc2)CC1 | 0.0 | / | 1 | 98 | 98 | 98 | 97 | 9 | 20 | 97 | 94
O=C(O)C1C2CCC(C2)C1C(=O)NCCC1=CCCCC1 (stereo not given) | 0.2 | / | 1 | 100 | 99 | 100 | 100 | 4 | 11 | 101 | 99
CCOc1nc(C)cc(COC)c1C(N)=O | 1.9 | / | 4 | 99 | 96 | 95 | 99 | 11 | 11 | 98 | 96
COc1ccc(NC(=O)C2C3C=CC(C3)C2C(=O)NCc2ccccn2)c(OC)c1 (stereo not given) | 0.6 | / | 18 | 101 | 100 | 100 | 100 | 27 | 25 | 98 | 97
O=C(COC(=O)C1(c2ccccc2F)CCCC1)Nc1ncc(C(F)(F)F)cc1Cl | 1.4 | 4 | 24 | 87 | 83 | 92 | 99 | 1 | 10 | 93 | 80
O=C(CSc1nc2[nH]ncc2c(=O)n1-c1ccccc1Br)NCc1ccccc1Cl | 0.8 | 7 | 3 | 98 | 97 | 95 | 99 | 11 | 16 | 97 | 96
CC(C)(CO)CNC(=O)c1ccc(OC2CCN(C(=O)C3CC3)CC2)cc1 | 0.5 | / | 2 | 93 | 98 | 105 | 96 | 3 | 10 | 94 | 99
Cc1ccc(-n2ncc3c(=O)[nH]c(SCC(=O)N4CCC(C)CC4)nc32)cc1C | -1.9 | / | 0 | 99 | 99 | 97 | 102 | 7 | 19 | 99 | 100

Source: PubChem BioAssay
